Compound activity deposited in PubChem BioAssay by several laboratories.
TNAP inh hiacc: inhibitors of human TNAP at high phosphate acceptor concentration; hit rate 0.03% among 200,000; AID 1135; P05186; inhibition, % at 20 µM; purified TNAP, CDP-star luminescence, 1 M DEA;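 active = over 50% inhibition of tissue-nonspecific alkaline phosphatase at 20 µM in the single-dose screen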;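 also: plate controls were DMSO wells for no effect and EDTA-quenched wells as full inhibition for full effect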
Target sequence (P05186 whole entry, looked up): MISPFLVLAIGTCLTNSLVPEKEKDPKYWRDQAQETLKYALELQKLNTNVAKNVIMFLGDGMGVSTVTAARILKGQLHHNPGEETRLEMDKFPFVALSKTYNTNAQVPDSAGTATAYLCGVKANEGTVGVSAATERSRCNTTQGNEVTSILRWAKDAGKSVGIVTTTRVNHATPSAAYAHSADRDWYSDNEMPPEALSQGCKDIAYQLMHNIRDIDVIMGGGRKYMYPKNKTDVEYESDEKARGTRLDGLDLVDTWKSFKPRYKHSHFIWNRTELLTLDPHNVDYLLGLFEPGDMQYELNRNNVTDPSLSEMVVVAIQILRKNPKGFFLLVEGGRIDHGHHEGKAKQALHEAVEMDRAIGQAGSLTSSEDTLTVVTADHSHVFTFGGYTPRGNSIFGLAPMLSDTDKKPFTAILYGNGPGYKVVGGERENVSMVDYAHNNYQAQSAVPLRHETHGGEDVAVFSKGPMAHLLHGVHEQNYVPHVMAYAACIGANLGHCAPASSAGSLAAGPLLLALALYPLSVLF
Redox H2O2 prof: compounds producing H2O2 with reducing agent – biochemical, NIH compound library profiling, artefact control for MLSCN library redox annotation, primary screen. DTT-dependent redox cycling H2O2, phenol red/HRP absorbance; 100% = 100 µM peroxide control, 0% = buffer. activation, % at 10 µM. hit rate 0.03% among 200,000. AID 878;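 active = activation of at least 50% relative to the plate's high and low controls in the primary single-dose screen; inactive = activation below 50%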;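 also: compound incubated with DTT at 0.8 mM final as the reducing agent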
TNAP inh noacc: inhibitors of human TNAP without phosphate acceptor | inhibition, % at 20 µM | hit rate 0.26% among 200,000 | purified TNAP, CDP-star luminescence, 30 min | AID 1012 | P05186;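 active = tissue-nonspecific alkaline phosphatase inhibition above about 50% at 20 µM in the single-dose screen, limit read from the data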;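 also: 0% = DMSO negative control and 100% = EDTA positive control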
S1P3 antagonist: S1P3 (human) receptor antagonism. Q99500. CHO S1P3 NFAT-BLA reporter, FRET fluorescence, antagonist mode. inhibition, % at 4.98 µM. hit rate 0.27% among 170,000. AID 485;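 active = inhibition above the plate cutoff, the mean inhibition of test wells on that plate plus 3 SD, cut at about 28% in these data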;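 also: cells challenged with S1P at its EC80 of 0.8 µM; blue over green emission ratio from cleaved BLA substrate after 4 h stimulation; 0% = S1P-stimulated wells and 100% = unstimulated DMSO-only wells; some compounds past the cut are filed as inactive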
Target sequence (Q99500 whole entry, looked up): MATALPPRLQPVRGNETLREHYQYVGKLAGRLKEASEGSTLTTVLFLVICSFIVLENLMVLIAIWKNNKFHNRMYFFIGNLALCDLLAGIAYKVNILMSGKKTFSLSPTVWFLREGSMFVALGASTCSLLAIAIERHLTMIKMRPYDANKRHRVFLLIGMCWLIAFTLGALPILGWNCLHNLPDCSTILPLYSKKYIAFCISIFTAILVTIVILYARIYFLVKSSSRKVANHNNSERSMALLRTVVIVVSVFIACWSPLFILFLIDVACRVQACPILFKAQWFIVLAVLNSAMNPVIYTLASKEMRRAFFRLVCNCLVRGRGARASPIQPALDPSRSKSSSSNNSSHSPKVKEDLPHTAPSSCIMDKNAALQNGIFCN
PMI act satM6P: PMI (human) activation, high substrate; coupled PMI enzyme assay, resazurin fluorescence, 20 min; hits give high values; 1 = untreated enzyme, 0 = substrate-free blank; hit rate 0.34% among 190,000; activation factor at 20 µM; AID 1216;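 active = activation factor of 2 or more at 20 µM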
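Test system: human PMI in coupled enzyme assay; Input: PMI at 15 ng/mL final; Medium: HEPES buffer, pH 7.4; Schedule: 20 min incubation at room temperature; Technique: resorufin fluorescence at Ex 544/Em 590 nm; Compound: 20 µM single dose; Probe or stimulus: Near-saturating mannose-6-phosphate, 1.0 mM.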
HMGR II inh: inhibitors of class II HMG-CoA reductase from Enterococcus faecalis | purified E. faecalis HMGR, NADPH absorbance 340 nm kinetic | inhibition, % at 10 µM | hit rate 0.41% among 190,000 | AID 1066;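 active = inhibition above a set limit, the median over all tested compounds plus 3 SD, cut at about 9.5% in these data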;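 also: enzyme runs in reverse so mevalonate oxidation gives rising NADPH absorbance; 0% = complete reaction with DMSO and 100% = background rate lacking mevalonate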
PMI act: activators of human phosphomannose isomerase; AID 1214; purified human PMI, coupled resazurin fluorescence, 20 min; hits give high values; 1 = vehicle control, 0 substrate-free wells; hit rate 0.005% among 190,000; activation factor at 20 µM;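 active = activation factor of 2 or more at 20 µM, relative to plate controls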
RAM inhibit: yeast RAM network inhibition; inhibition, % at 50 µM; S. cerevisiae dse1pr::URA3 reporter, 5-FOA growth OD615, 2 d; analog-sensitive cbk1-as2 kinase mutant strain; hit rate 1.8% among 190,000; AID 868;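 active = inhibition above a set limit, 3 SD over mean compound inhibition, cut at about 8.4% in these data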;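 also: 0% = DMSO-only wells with no growth and 100% = 10 µM 1-NA-PP1 full growth; inhibition rescues growth on 5-FOA so higher OD means more RAM inhibition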
Lmaj promast: inhibitors of Leishmania major promastigote growth | Leishmania major promastigotes, resazurin fluorescence viability | hit rate 9% among 200,000 | inhibition, % at 10 µM | AID 1063; in the data active = inhibition above about 50%;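 also: promastigotes grown with compound for 44 hours at 28 °C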
Hsp70 activator: Hsp70 transcriptional activation, primary screen; HeLa Hsp70 promoter luciferase reporter, luminescence; scaled: vehicle 0, proteasome-inhibitor control 100%; activation, % at 10 µM; hit rate 0.04% among 200,000; AID 1203;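 active = activation above the mean across all tested compounds plus 3 SD, cutoff set per campaign, cut at about 5.5% in these data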;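 also: 100% = MG132 at 30 µM as the positive control and 0% = DMSO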
* marks the source's active call; other numbers are inactive results; . = no result given.

Preview, seven compounds:
SMILES	TNAP inh hiacc	Redox H2O2 prof	TNAP inh noacc	S1P3 antagonist	PMI act satM6P	HMGR II inh	PMI act	RAM inhibit	Lmaj promast	Hsp70 activator
CCCc1nc(SCc2ccc(Cl)cc2Cl)n[nH]1	-2	0.1	-16	.	1	4	1	1.5	4	0.0
Cn1c(=O)c2c(O)cc(=O)[nH]c2n(-c2ccccc2)c1=O	-6	-0.2	-2	11	0.9	-3	0.9	3.1	-4	-0.1
CCN(CC)CCCNC(=O)CSc1nc(-c2cccs2)cc(C(F)(F)F)n1	-5	0.4	-9	0	1	-5	1	0.1	-2	-0.1
CCN(CC)S(=O)(=O)c1ccc2nnn(O)c2c1	5	0.5	-3	-5	1.5	-5	1.4	1.2	-7	-0.3
COC(=O)c1cc2c(s1)CS(=O)C2 (stereo unspecified)	-1	-2.1	-6	-10	1.1	-2	1.1	0.3	0	-0.3
COc1ccc(CCNC(=O)CN(c2cc([N+](=O)[O-])ccc2OC)S(C)(=O)=O)cc1	-6	-0.8	-11	-12	1.1	-7	1	0.0	-2	-0.1
CCOCCCNC(=O)C(NC(=O)Cc1cccs1)c1ccc(C)cc1 (stereo unspecified)	0	0.7	-7	1	1	1	1.1	1.2	1	-0.2

The list itself, from the first entry:
SMILES	TNAP inh hiacc	Redox H2O2 prof	TNAP inh noacc	S1P3 antagonist	PMI act satM6P	HMGR II inh	PMI act	RAM inhibit	Lmaj promast	Hsp70 activator
CCCc1nc(SCc2ccc(Cl)cc2Cl)n[nH]1	-2	0.1	-16	.	1	4	1	1.5	4	0.0
Cn1c(=O)c2c(O)cc(=O)[nH]c2n(-c2ccccc2)c1=O	-6	-0.2	-2	11	0.9	-3	0.9	3.1	-4	-0.1
CCN(CC)CCCNC(=O)CSc1nc(-c2cccs2)cc(C(F)(F)F)n1	-5	0.4	-9	0	1	-5	1	0.1	-2	-0.1
CCN(CC)S(=O)(=O)c1ccc2nnn(O)c2c1	5	0.5	-3	-5	1.5	-5	1.4	1.2	-7	-0.3
COC(=O)c1cc2c(s1)CS(=O)C2 (stereo unspecified)	-1	-2.1	-6	-10	1.1	-2	1.1	0.3	0	-0.3
COc1ccc(CCNC(=O)CN(c2cc([N+](=O)[O-])ccc2OC)S(C)(=O)=O)cc1	-6	-0.8	-11	-12	1.1	-7	1	0.0	-2	-0.1
CCOCCCNC(=O)C(NC(=O)Cc1cccs1)c1ccc(C)cc1 (stereo unspecified)	0	0.7	-7	1	1	1	1.1	1.2	1	-0.2
CCOC(=O)c1c(N)sc(C(=O)N2CCOCC2)c1C	-8	0.9	-10	-11	1.1	-3	1	0.1	-2	-0.1
CCS(=O)(=O)N1CCC(C(=O)NC2CCCCC2)CC1	-7	0.8	-17	-27	1	-3	1	-0.8	-1	-0.3
Cc1cccc(NC(=O)c2ccc(C(=O)Nc3cccc(C)c3)nc2)c1	-6	0.3	-5	-6	1.1	-1	1.1	4.9	-8	-0.4
COc1ccc(Br)cc1CNC(=O)C1CCC(=O)N1C(C)C (stereo unspecified)	.	-1.9	.	-7	.	.	.	.	-1	-0.2
CC(=O)Nc1sc(C)c(C)c1C(=O)OC1CCOC1=O (stereo unspecified)	-4	-1.3	-13	-6	1	-1	0.9	1.1	-3	-0.5
Nc1nc(CN2CCN(c3ccccc3)CC2)nc(N2CCCc3ccccc32)n1	-3	0.2	-5	-25	0.9	-5	0.9	0.8	-1	-0.3
Cc1ccccc1NC(=O)/C(=C/c1ccccc1)c1ccccc1	1	2.0	-4	.	0.8	-1	0.8	4.8	44	-0.1
CC1CCCN(CC(O)COCc2ccccc2)C1 (stereo unspecified)	1	0.1	-8	-18	1.1	-1	1.2	3.5	11	0.0
Cc1cc(C(F)F)n2nc(C(=O)Nc3sc4c(c3C#N)CCC(C)C4)nc2n1 (stereo unspecified)	0	0.7	-4	.	1	4	0.9	4.0	-4	-0.1
CCC(CC)C(=O)c1c[nH]c(C(=O)NCc2ccccn2)c1	-4	-0.2	-10	1	1	0	1.1	1.1	-2	-0.1
CC(C(=O)O/N=C(\N)c1cccnc1)c1ccc([N+](=O)[O-])cc1 (stereo unspecified)	-4	0.0	-10	12	1	-4	1.1	3.0	-9	0.0
CCOC(=O)c1c(C)[nH]c(C)c1C(=O)CSc1nc(N)cc(=O)[nH]1	-2	-0.8	-11	.	0.9	4	0.9	-0.1	0	0.1
CCn1c(/C=N/c2nc3ccccc3n2C)nc2ccccc21	-6	3.0	5	.	0.7	-5	0.7	1.1	0	-0.2
O=C(CCCN1C(=O)c2ccccc2C1=O)Nc1c(C(=O)C2CC2)oc2ccccc12	-1	-0.9	-11	.	1	1	1	0.6	-5	0.0
O=C(NC(=S)Nc1ccc(CN2CCCCC2)cc1)c1cccc(OCc2ccccc2)c1	-7	-0.8	-7	6	1	-2	0.9	-2.2	84*	0.5
CC1CCC2(CC1)N=C(N)Nc1nc3ccccc3n12 (stereo unspecified)	-3	0.6	-23	.	1	-2	1	0.7	19	0.1
COc1ccc(CCN(Cc2cccs2)S(=O)(=O)c2ccc(S(=O)(=O)N3CCCCCC3)cc2)cc1OC	-2	0.8	4	0	1	-1	1.1	7.0	-2	-0.4
CC(=O)OCCn1c(=O)c2cc3c(=O)n(CCOC(C)=O)c(=O)c3cc2c1=O	-7	-1.4	-22	-42	1	-5	1	3.8	-9	0.6
CC(C(=O)O)N1C(=O)/C(=C/c2cccn2C)SC1=S (stereo unspecified)	23	-0.3	22	-9	0.9	-3	0.9	1.0	-6	-0.5
Cc1ccc2nc(C)c(C)nc2c1N	-3	-5.4	-10	-25	0.8	-8	0.8	1.0	4	-0.4
Cc1ccc(NC(=O)Nc2ccc3c(c2)nc(C)n3C)cc1	-7	1.0	-14	-10	1	-1	1	0.1	0	0.3
CCc1cc(=O)oc2c(C)c(OCC(=O)N3CCCc4ccccc43)ccc12	-3	0.0	0	.	1	-3	1	0.0	89*	-0.6
CCOC(=O)C1CCCN(C(=O)CCCOc2cc(=O)n(C)c3ccccc23)C1 (stereo unspecified)	-5	1.6	-12	-41	1	6	1	3.1	-8	0.4
Cc1c(C(=O)OCC2CCCO2)[nH]c2c1C(=O)CC(c1ccc(N(C)C)cc1)C2 (stereo unspecified)	-2	-1.9	-14	10	1.2	-6	1	-0.5	14	-0.5
O=C(Nc1ccccc1N1CCCC1)c1cc2ccccc2o1	-5	3.2	-9	-8	1.7	2	1.4	1.5	19	0.7
COc1cccc(C2C(C(N)=O)=C(C)Nc3nc(-c4ccccc4Cl)nn32)c1 (stereo unspecified)	1	-0.3	45	-26	1	-7	0.9	-0.8	-2	-0.4
O=C(Nc1ccc(Nc2ccccc2)cc1)c1ccc(Br)o1	-6	4.0	-13	0	0.8	-2	0.8	0.9	-3	-0.3
CCOC(=O)Cc1cc(=O)c2c(=O)n(-c3ccccc3)[nH]c2[nH]1	0	-0.7	-7	-5	0.9	-2	1	-0.4	-7	0.0
CN(C)c1ccnc(NCc2ccccc2)c1C#N	2	0.3	-14	-17	1	-3	1.1	1.4	1	-0.3
O=C(Nc1ccc(F)cc1)N1CCN(c2ncccn2)CC1	-4	0.5	-7	0	1	-8	0.9	1.4	6	0.3
CC(NC(=O)Cc1ccc(-c2ccccc2)cc1)c1ccccc1 (stereo unspecified)	1	1.1	-4	.	1	0	0.9	4.2	0	-0.4
COc1ccc(Oc2nc3ccccc3nc2C(F)(F)F)cc1	0	-3.2	-5	.	0.9	2	1	0.7	-2	-0.4
COc1ccc(-c2csc3nc[nH]c(=O)c23)cc1	-2	0.1	-3	1	1.1	-2	1.1	1.0	-6	0.0
Cc1ccccc1Oc1ccc(NC(=O)C2CC=CCC2C(=O)O)cc1 (stereo unspecified)	-4	-0.3	-10	8	1	0	1	3.1	-6	-0.1
O=C(CN1CCOCCOCCOCCOCC1)Nc1ccccc1	0	0.2	-6	.	1	1	1	0.9	0	0.1
CC(=O)NN1C(=O)/C(=C\c2ccc(Cl)cc2)SC1=S	-5	-1.2	-6	7	1	-4	1	2.9	41	0.3
Cc1ccc(Cn2nnnc2CN2CCC(NC(=O)c3ccc(Br)cc3)CC2)cc1	-2	0.6	-10	.	1	0	1.1	1.0	-8	-0.4
CC(C)(Cc1ccc(O)cc1)NC(=O)CC(=O)N/N=C/c1ccc([N+](=O)[O-])cc1	-1	-0.3	-2	12	0.7	-2	1	3.6	-2	-0.3
CCc1ccc(/C=C2\SC(N3CCCC3)=NC2=O)cc1	-3	0.2	-5	-17	1	0	1	0.5	14	0.1
COc1ccc(OC)c(NC(=O)CSc2nnnn2-c2ccc3c(c2)OCO3)c1	-3	-3.5	-13	7	0.9	0	1	3.4	-1	-0.5
COc1ccc(/C=C(\NC(=O)c2cccs2)C(=O)Nc2cccc3ccccc23)cc1OC	-4	-0.5	-4	-28	0.9	-3	0.9	4.2	4	-0.2
Cc1nn(C)cc1CNC(=O)c1cnn2c(C(F)F)cc(C3CC3)nc12	2	-3.5	-1	3	0.9	-3	0.9	4.2	4	0.1
CCC1(C)Cc2ccccc2-c2nc(NCCO)n(-c3ccc(C)cc3)c(=O)c21 (stereo unspecified)	-5	0.1	-4	.	1	-5	0.9	1.7	63*	-0.5
CCC(=O)Nc1ccc(NC(=O)CSc2nnnn2-c2ccc3c(c2)OCCO3)cc1	0	-1.4	-1	-8	1.1	2	1.1	1.5	-6	-0.3
